INS promoter inh = TRM-6 insulin promoter activity inhibition. inhibition, % at 2 µM. actives 0.9% (n = 130,000). TRM-6 cells (human fetal islet line), insulin promoter-eGFP reporter, imaging; reporter expression induced with tamoxifen;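 active = inhibition above the mean plus 3 SD, with well images judged a real hit on visual review, cut at about 60% in these data, passing the limit was not always enough; inconclusive = inhibition over the cutoff but images rejected on review; inactive = inhibition not above the cutoff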
SDO1 yeast rescue = compounds rescuing growth of sdo1-depleted yeast, bone marrow failure model; S. cerevisiae sdo1-depleted JHY4D growth rescue, OD600 30 h; stronger effect = higher value; pdr5 snq2 efflux-pump mutant strain; z-score at 10 µM; actives 0.21% (n = 140,000);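 active = z-score above 3 at both the 24 hr and the 30 hr optical density reads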;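 also: z-score against mean and SD of all compound wells on the same plate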
SDO1 yeast rescue Rescue 24 h = further read-out of SDO1 yeast rescue, marked with its call; z-score; S. cerevisiae sdo1-depleted JHY4D growth rescue, OD600; measured here: growth rescue at 24 h;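 0 is the plate mean of compound wells and units are plate SD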
An asterisk follows results filed as active; ? = inconclusive; . = no result given. The list is partial; count on the stated rates, not on these rows.

SMILES	INS promoter inh	SDO1 yeast rescue	SDO1 yeast rescue Rescue 24 h
CSc1ccc(C2CC(=O)Nc3nc(SC)[nH]c(=O)c32)cc1 (stereo not drawn)	-8.3	.	.
Cn1cccc1C(=O)NC(=O)CSc1nc2ccccc2s1	36.4	-0.99	-0.44
O=C(NCCCN1CCOCC1)C(C(=O)c1ccccc1)n1ccccc1=O (stereo not drawn)	-26.7	0.49	0.36
O=C(COC(=O)Cc1cn2ccsc2n1)NCc1ccc2c(c1)OCO2	-21.2	0.21	0.07
O=C(NCCCn1ccnc1)c1noc2c1CCCC2	.	-0.27	-1.09
CN1CCN(c2ccccc2NC(=O)Cc2cn(C)c3ccccc23)CC1	.	0.92	0.77
Cn1cnnc1Sc1cc(N2CCN(S(=O)(=O)c3ccc(Cl)c(Cl)c3)CC2)ccc1[N+](=O)[O-]	45.8	0.29	0.45
Cc1cc2c(=O)n(C)c(SCC(=O)c3cc4ccccc4o3)nc2s1	52.9	-1.8	-0.95
Cc1cccc(NC2=C(Cl)C(=O)OC2NC(=O)c2ccccc2)c1 (stereo not drawn)	-23.3	0.57	-0.49
O=C(NCCCN1CCOCC1)C1CC(=O)N(CCc2ccccc2)C1 (stereo not drawn)	19.1	0.23	-0.78
Cc1ccc(-c2[nH]ncc2/C=C(\C#N)C(=O)NC2CCCCC2)cc1	.	-0.54	-0.18
CCCCCCCNC1=CC(=O)CC(c2ccco2)C1 (stereo not drawn)	22.6	-0.92	-0.51
CNC(=O)CN(c1ccc(C23CC4CC(CC(C4)C2)C3)cc1)S(C)(=O)=O	20.0	.	.
Cc1ccc(OCc2nc(-c3ccccn3)no2)c(Br)c1	11.1	-0.34	-0.13
Cc1cc(C(=O)COC(=O)c2ccc[nH]c2=O)c(C)n1C1CC1	-7.7	-0.63	-0.83
O=C(COC(=O)c1n[nH]c(=O)c2ccccc12)c1ccccc1	26.7	0.32	-0.82
C=CCN1C(=NC(=O)CCC(=O)O)SC2CS(=O)(=O)CC21 (stereo not drawn)	-11.5	1.57	0.8
O=C(CCNS(=O)(=O)c1cccc2nsnc12)N1CCN(c2ccccn2)CC1	61.3	0.76	0.13
COc1ccc(C2C(C(C)=O)=C(C)N=c3s/c(=C\c4ccco4)c(=O)n32)c(OC)c1 (stereo not drawn)	.	-0.95	-0.45
CC1(C)Cc2c(c(-c3ccco3)nc3sc4c(NCCO)ncnc4c23)CO1	54.5	.	.
CC(C)(O)C#Cc1ccc(C(=O)N2CCC(C(N)=O)(N3CCCCC3)CC2)cc1	.	0.87	0.38
Cn1c(NC(=O)c2ccccc2)c(-c2cccs2)c(=O)c2ccccc21	14.3	-0.16	0.27
CN(C(=O)c1ccccc1Cl)C1CCCCC1	-5.0	0.19	1.59
CCn1cc([N+](=O)[O-])c(C(=O)N2N=C3/C(=C/c4cccs4)CCCC3C2c2cccs2)n1 (stereo not drawn)	-335.0	-1.55	-1.1
O=C(O)c1cccc(N2C(=O)/C(=C/c3ccc([N+](=O)[O-])cc3)C=C2c2ccccc2)c1	35.7	.	.
Fc1ccccc1N1CCN(C(c2ccccn2)c2nnnn2C2CCCCC2)CC1 (stereo not drawn)	.	-2.17	-1.02
COC(=O)C(C)N(C(=O)c1cccc(Cl)c1)c1c(C)cccc1C (stereo not drawn)	-16.7	5.56*	7.33*
COc1ccc(N(C(=O)c2ccccc2OC)C2C=CS(=O)(=O)C2)c(OC)c1 (stereo not drawn)	17.1	0.27	-0.58
Cc1cc(C(=O)N2CCc3ccccc32)c2ccccc2n1	.	-1.62	-1.91
CCn1nnnc1SCC(=O)c1cccc(OC)c1	28.9	-0.07	-0.08
CCCn1c(=O)[nH]c(=O)c2c1nc(-c1ccc3c(c1)OCCO3)n2CCN1CCOCC1	.	1.47	1.82
O=C1c2ccccc2C(=O)C1c1ccncc1	.	0.86	-0.02
O=C(Nc1ccccc1)c1cccc(-c2nnc(-c3ccccc3)o2)c1	37.9	0.14	2.55
Cc1ccc(C(=O)NC(O)C(Cl)Cl)cc1 (stereo not drawn)	-56.2	-0.2	-0.62
O=C(NCc1ccco1)C1CCCN(S(=O)(=O)c2cnc[nH]2)C1 (stereo not drawn)	.	0.58	0.52
N#CNC(=Nc1cccc(F)c1)SCc1ccccc1F	50.0	-0.72	-0.51
Cc1ccccc1Nc1nc(N)nc(COC(=O)CCS(=O)(=O)c2ccccc2)n1	.	0.52	-0.24
CC12CN3CCN(CC(C3)/C1=N\N=C1/C3CN4CCN(C3)CC1(C)C4)C2	-47.4	0.85	0.89
COc1cccc(OCCCCSc2ncccn2)c1	-15.4	-0.52	-0.02
Cc1ccc(Nc2ccc(C(F)(F)F)cc2[N+](=O)[O-])cc1	-6.7	-0.17	-0.17
Cn1c(=O)n(C)c2cc(CN3C(=O)OC(C)(C)C3(C)O)ccc21 (stereo not drawn)	42.9	0.85	0.78
COc1cc(/C=N/NC(=O)c2nc3ccccn3c2C)cc(OC)c1O	-46.7	.	.
Oc1ccc(Nc2nc(NCC3CCCO3)c3ccccc3n2)cc1 (stereo not drawn)	30.3	-0.6	-0.12
O=C(CCSc1nnc2ccccn12)Nc1ccc(F)cc1	-9.1	1	0.39
Cc1csc(NC(=O)C2COc3ccccc3O2)n1 (stereo not drawn)	-32.1	0.5	-0.13

Record cards, as listed above. Order of screens: INS promoter inh | SDO1 yeast rescue | SDO1 yeast rescue Rescue 24 h
Cc1ccc(-c2[nH]ncc2/C=C(\C#N)C(=O)NC2CCCCC2)cc1 is listed as . | -0.54 | -0.18
CNC(=O)CN(c1ccc(C23CC4CC(CC(C4)C2)C3)cc1)S(C)(=O)=O is listed as 20.0 | . | .
O=C(COC(=O)c1n[nH]c(=O)c2ccccc12)c1ccccc1 is listed as 26.7 | 0.32 | -0.82
Fc1ccccc1N1CCN(C(c2ccccn2)c2nnnn2C2CCCCC2)CC1 (stereo not drawn) is listed as . | -2.17 | -1.02
O=C(CCSc1nnc2ccccn12)Nc1ccc(F)cc1 is listed as -9.1 | 1 | 0.39

(cont.)
SMILES	INS promoter inh	SDO1 yeast rescue	SDO1 yeast rescue Rescue 24 h
COCCN1C(=O)N[C@@H](CCc2ccccc2)C(C(C)=O)=C1C	-50.0	0.35	-0.16
N#Cc1cc2c(nc1SCc1ccc(Cl)cc1)CCCC2	50.0	0.3	0.57
O=C(NN1C(=O)C2C3C=CC(C4CC34)C2C1=O)c1ccc(Cl)cc1Cl (stereo not drawn)	2.9	0.11	-0.23
c1ccc(-c2nnc(C(c3ccccc3)c3ccccc3)o2)cc1	10.0	-1.25	-1.18
CC(=O)Nc1ccc(SCC(=O)Nc2ccccc2-c2ccccc2)cc1	.	-0.67	-1.04
COCCn1c(=O)[nH]c2cc(C(=O)NCc3cccnc3)ccc2c1=O	-103.5	1.96	2.21
O=C(CSc1ccccc1)NCCCN1CCOCC1	0.0	0.21	0.4
CN1CCN(Cc2nc3c(c(=O)[nH]c(=O)n3C)n2CCc2ccccc2)CC1	.	0.73	-0.12
CCCCNC(=O)CSc1nc2cc3c(cc2c(=O)n1Cc1ccco1)OCO3	-5.0	.	.
c1cc2c(cc1CN1CCOCC1)OCO2	-3.3	0.74	0.49
Cc1ccc(NC(=O)CSC(N)=O)cc1Cl	-35.5	-1.44	-1.16
CCn1cc(S(=O)(=O)CC(=O)Nc2cc(C)on2)c2ccccc21	.	-0.17	-0.46
CCOc1ccc(C(CCc2ccccc2)NC(=O)c2ccccc2)cc1OCC (stereo not drawn)	-17.1	-1.06	-1.4
Cc1nc(C)c(C(=O)Nc2ccccc2-c2ccccc2)o1	-14.3	-0.62	-0.58
CC1CC(C)CN(c2nc(NCc3ccco3)nc(N)c2[N+](=O)[O-])C1 (stereo not drawn)	48.6	-0.25	0.32
CCN(CC)C(=O)c1cc2c(=O)c3cc(F)ccc3oc2nc1C	-442.9	.	.
COC(=O)c1sccc1NC(=O)c1ccc(C)s1	62.5	-0.43	0.76
CC(C)(C)c1cc2cccnc2n1Cc1cccc(Cl)c1	-36.7	0.54	0.75
COc1ccc2c(COC(=O)CC3Sc4ccccc4NC3=O)cc(=O)oc2c1 (stereo not drawn)	27.0	0.46	2.5
COc1cccc(-n2c(Cc3cc(=O)[nH]c(=O)[nH]3)nnc2SCC(=O)NC2CCCCC2)c1	.	0.08	-0.84
Cc1ccc(NC(=O)c2ccc(CSc3nnc(-c4ccncc4)n3C)cc2)cc1	-8.0	1.3	2.41
CCCCC(=O)Nc1ccnc(-c2cccnc2)n1	26.7	-0.97	-1.19
O=C(CSc1nnc(-c2ccc(Br)o2)n1Cc1ccccc1)c1ccccc1F	7.9	-1.49	-0.97
CCOC(=O)c1cnc(-c2ccccc2)nc1N1CCOCC1	-25.0	.	.
O=C(CC1SC(=NCc2ccccc2)NC1=O)Nc1ccccc1 (stereo not drawn)	-108.3	0.52	0.98
CN(C)S(=O)(=O)n1ccnc1	-34.4	0.05	-0.45
CC(C)OCCCNc1ncnc2c1[nH]c1ccc(F)cc12	3.0	0.51	0.28
COc1ccc(C2N(c3ccccn3)C(=O)C3CCCN32)c(OC)c1 (stereo not drawn)	.	-0.27	-0.42
CC(C)Cc1nc(S(=O)(=O)c2ccc(Cl)cc2)c(N2CCOCC2)o1	-81.0	-0.34	-0.32
COC(=O)C(Cc1cnc(Cl)s1)(C(=O)OC)c1ccc(C(F)(F)F)cc1[N+](=O)[O-]	-46.9	-0.68	-0.96
CCOC(=O)Cn1nnnc1C(CC)N(Cc1cc2ccc(C)cc2[nH]c1=O)C1CCCC1 (stereo not drawn)	21.4	0.04	0.06
Cc1cccc(COCC(Cc2ccccc2)N2CCN(C(=O)c3cc(Cl)cc(Cl)c3)CCC2=O)c1 (stereo not drawn)	-30.0	-0.41	-0.25
CCOc1ccccc1NC(=O)CCN1CCN(S(=O)(=O)c2ccc(OC)cc2)CC1	-90.9	-0.5	-0.58
O=C(CSC1=Nc2ccccc2C2CC=NN12)Nc1ccc2c(c1)OCO2 (stereo not drawn)	?	.	.
CC(C)CC(NC(=O)C(NC(=O)C(Cc1ccc(OCc2ccccc2)cc1)NC(=O)OC(C)(C)C)C(C)C)C(N)=O (stereo not drawn)	.	-0.03	0.33
CCCOc1ccc(-c2nc[nH]c2[N+](=O)[O-])cc1	-81.8	.	.
CCC(=O)N1c2ccc(S(=O)(=O)N(CCO)Cc3ccccc3)cc2CC1C (stereo not drawn)	0.0	-0.15	-0.42
Cc1cc(C)c(C)c(OCCOCCNCc2ccccc2)c1	-133.3	0.32	0.15
CC1(C)C(=O)Nc2ccccc2N1C(=O)COc1ccc(S(=O)(=O)N2CCOCC2)cc1Cl	.	0.4	0.15
O=C(CSCc1ccccc1Cl)NNC(=S)Nc1ccccc1	.	0.35	0.49
CN(C)c1ccc(C(=O)NC2CCCc3ccccc32)cc1 (stereo not drawn)	-70.6	.	.
CC(C)c1nnc(NC(=O)C2CCCCC2)s1	.	-0.64	-0.83
COCCOC(=O)c1ccc(NC(=O)COc2ccc([N+](=O)[O-])cc2)cc1	-15.0	.	.
COc1cccc(C(=O)CN2C(=O)C(C)(C)Oc3ccc(C(=O)N4CCCCCC4)cc32)c1	-44.4	-0.02	1.78
O=C(Cc1ccccc1)NC(NCCc1ccccc1)C(Cl)(Cl)Cl (stereo not drawn)	-21.7	-0.62	-0.63

3 of the entries above in order of the SDO1 yeast rescue Rescue 24 h value, lowest first.
SMILES	INS promoter inh	SDO1 yeast rescue	SDO1 yeast rescue Rescue 24 h
CCOC(=O)Cn1nnnc1C(CC)N(Cc1cc2ccc(C)cc2[nH]c1=O)C1CCCC1 (stereo not drawn)	21.4	0.04	0.06
O=C(CSCc1ccccc1Cl)NNC(=S)Nc1ccccc1	.	0.35	0.49
COc1cccc(C(=O)CN2C(=O)C(C)(C)Oc3ccc(C(=O)N4CCCCCC4)cc32)c1	-44.4	-0.02	1.78

(list continues)
SMILES	INS promoter inh	SDO1 yeast rescue	SDO1 yeast rescue Rescue 24 h
Cc1ccccc1NCC(=O)N/N=C\C=C\c1cccc([N+](=O)[O-])c1	21.4	-0.64	0.06
CCOc1cc(C(=O)CCC(=O)OCC(=O)N2c3ccccc3NC(=O)C2(C)C)ccc1O	0.0	-0.36	-0.31
O=C(Nc1nc2c(s1)CCCC2)c1cc(-c2ccncc2)nc2ccccc12	-3.1	-1.37	-0.72
Cc1ccc(Oc2coc3cc(OC(=O)c4cccs4)ccc3c2=O)cc1	46.1	-0.67	-0.69
Cc1cc(N2CCOCC2)nc2ccc(NC(=O)CCC(=O)N3CCCC(C)C3)cc12 (stereo not drawn)	.	0.59	0.57
COc1ccccc1OCCSc1nc2ccccc2n1CCO	21.4	.	.
CCc1cccc(CC)c1NC(=O)CN1CCN(c2ccccc2)CC1	.	-0.48	-0.24
COc1ccc(-c2nc(=S)[nH][nH]2)cc1	37.5	-0.19	-0.47
O=c1cc(CN2CCN(c3ccc(O)cc3)CC2)nc2scc(-c3ccccc3)n12	42.9	.	.
S=c1[nH]nc(-c2ccccc2)n1/N=C/c1c[nH]c2ccccc12	38.2	-0.56	0.13
O=C(CCN1C(=O)c2ccccc2C1=O)Nc1sc2c(c1C(=O)NCC1CCCO1)CCC2 (stereo not drawn)	3.7	-0.42	-0.08
COc1ccc(/C=C(/NC(=O)c2ccccc2)C(=O)N/N=C/c2sccc2C)cc1	-25.8	0.3	-0.34
COc1ccc(CCNC(=O)/C=C/C(=O)O)cc1OC	22.2	.	.
Cc1cccc(-n2c(SCC(=O)Nc3ncc(Cl)cc3Cl)nc3ccccc32)c1	-71.0	-0.75	-0.84
O=c1c2ccccc2nc(/C=C/c2cccc([N+](=O)[O-])c2)n1CCO	-17.9	0.29	0.37

Assay outcomes as filed in PubChem BioAssay.
